Assay outcomes from PubChem.
PAX8 inh HTS: inhibitors of PAX8 transcriptional activity in RMG-I cells; RMG-I TPO-luciferase reporter, SteadyGlo, 24 h; inhibition, % at 12.6 µM; 1.2% of 360,000 active;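 active means mean replicate inhibition at least 60% with every replicate also reaching 60%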;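 further: luciferase light reporting Pax8 driven TPO promoter activity; plate controls were median of neutral control wells for no effect and mitoxantrone controls for full effect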
LGR2 inh: blocks bursicon-induced cAMP signaling via Drosophila LGR2. HEK293 LGR2, CRE-luciferase, bursicon-stimulated, 4 h. inhibition, % at 9.99 µM. 0.35% of 380,000 active;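 active means drop in luminescence signal, shown as inhibition above about 50% in the replicate tests, limit read from the data, passing the limit was not always enough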;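 further: agonist challenge used bursicon conditioned medium at about half maximal strength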
PGC1a acetyl inh: PGC1a acetylation modulation, inhibitor mode | inhibition, % at 15.6 µM | 0.17% of 350,000 active | U2OS PGC1a acetylation, AlphaScreen anti-acetyl-lysine; with virally co-expressed GCN5 acetyltransferase;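 active means every replicate shows inhibition of at least 40%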;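 further: 0% = neutral control wells and 100% = positive control wells; some results beyond the cut were filed as inactive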
Cneo AK release: Cryptococcus neoformans lysis via adenylate kinase release. C. neoformans lysis, adenylate kinase release luminescence, 4 h; normalised: neutral wells 0, clomiphene wells 100. lysis activity, % at 15 µM. 0.2% of 360,000 active. AID 651654;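 active means mean lysis activity across replicates of at least 80%, whatever share of replicates individually reach that level; inactive means mean lysis activity below 80%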
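Assay system: Cryptococcus neoformans yeast cells / Dosing: single-point compound dose / Timing: 4 h at 37 °C static, read 1 h later / Measured by: luminescence of released adenylate kinase using an AK detection reagent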
EWS-Fli inh: blocks EWS/Fli oncoprotein-driven transcription; 0.67% of 350,000 active; A673 NR0B1-luciferase reporter, viability-normalised; inhibition, % at 12.6 µM;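 active means mean inhibition of at least 50% after viability correction, with every replicate also passing that limit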;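 further: firefly luciferase signal divided by Alamar Blue viability fluorescence both relative to DMSO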
FN deposition inh: fibronectin deposition inhibition. AH1F fibroblasts, Alexa488-fibronectin deposition fluorescence, overnight. inhibition, % at 12.6 µM. 0.086% of 350,000 active;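 active means mean inhibition across replicates of 30% or more, regardless of how many single replicates reach that level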;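 further: positive control wells lacked labelled fibronectin entirely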
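Material: AH1F fibroblast monolayer depositing Alexa488-labelled fibronectin into matrix | Input: 10000 AH1F cells/well | Medium: DMEM plus 2% serum, read in PBS | Reagent: Alexa488-fibronectin, 24 nM final in well | Compound dosing: One dose per compound, pinned | Schedule: 1 h adhesion, overnight exposure | Measured by: Fluorescence at 485 nm excitation, 525 nm emission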
miR122 inh: blocks miR-122 activity in Huh7 sensor cells | activation (reporter increase), % at 12.5 µM | Huh7 miR-122 Renilla luciferase sensor, 48 h; neutral wells = 0, positive control = 100 | 0.3% of 340,000 active | AID 602342;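 active means mean replicate activation score at least 90 and every replicate individually at or above 90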;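 further: higher luciferase means less miR-122 activity so hits act as miR-122 inhibitors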
Casp6 inh: caspase-6 (human) enzyme inhibition | inhibition, % at 12.5 µM | P55212 | purified caspase-6, Z-VEID-R110 cleavage fluorescence | 0.53% of 350,000 active;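 active means mean inhibition across replicates at least about 35%, with every replicate also reaching that limit, limit read from the data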;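 further: 0% = median of neutral control wells and 100% = no fluorescence left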
Target sequence (P55212 24-179 limits assumed): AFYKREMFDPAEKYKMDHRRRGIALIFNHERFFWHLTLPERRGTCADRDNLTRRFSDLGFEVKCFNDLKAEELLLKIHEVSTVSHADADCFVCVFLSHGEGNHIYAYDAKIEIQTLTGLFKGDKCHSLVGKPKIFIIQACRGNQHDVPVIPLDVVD
Target sequence (P55212 194-293 limits assumed): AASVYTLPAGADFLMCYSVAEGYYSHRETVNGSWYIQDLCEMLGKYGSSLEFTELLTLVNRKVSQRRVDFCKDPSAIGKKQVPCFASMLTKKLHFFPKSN
* marks the source's active call; other numbers are inactive results; x = not tested or not shown; & = joins results of further samples; [ ] = dose if it differs, or a comment. Compounds were not picked by outcome (roughly 2.5% active in at least one column).

entry	compound	FN deposition inh	Cneo AK release	miR122 inh	PGC1a acetyl inh	EWS-Fli inh	LGR2 inh	PAX8 inh HTS	Casp6 inh
1	CC(C)(C)c1ccc(C(=O)O)c(C(=O)c2ccc(C(=O)O)cc2)c1	1.1	-0.2	-2.4	8.5	-3.7	-6.1	6.4	-0.3
2	C=CCn1c(Cc2nc3ccccc3[nH]2)n[nH]c1=S	-12.0	-1.0	-7.8	-5.8	x	6.6	x	x
3	Cc1c(CCO)c(=O)n(-c2ccccc2)n1S(=O)(=O)c1c(Cl)cc(Cl)cc1Cl	6.4	0.1	-5.8	-6.1	x	x	9.1	x
4	O=C(O)Cc1cn(Cc2ccc(F)cc2)c2ccccc12	x	x	x	x	-0.4	-2.9	-0.6	2.1
5	CCOC(=O)c1sc(=S)n(-c2ccccc2Cl)c1SC	x	1.9	0.9	-12.9	17.4	22.5	x	-1.9
6	CCOc1ccccc1N1CC(C(=O)N(C)Cc2cccnc2)CC1=O (configuration not stated)	-5.5	-9.0	-3.2	x	5.9	-7.3	-3.7	-7.9
7	O=C(NC[C@H]1[C@H](c2ccccc2)[C@H](CO)N1CC1CCCC1)C1CC1	x	1.7	-21.4[16.7 µM]	-14.0	-1.4	4.2	-11.7	-4.9
8	CCCNC(=O)Nc1ccc2c(c1)OC[C@H](C)N(Cc1ccc(-c3ccccn3)cc1)C[C@H](C)[C@@H](OC)CN(C)C2=O	-2.7	x	x	5.0	2.7	11.2	x	-0.6
9	O=C(N/N=C/c1cccc([N+](=O)[O-])c1)c1ccc2c(c1)OCCO2	-0.1	-3.0	-7.1	-0.9	x	x	-155.0	x
10	CNC[C@H]1Oc2c(NC(=O)Nc3ccc4c(c3)OCO4)cccc2C(=O)N([C@@H](C)CO)C[C@@H]1C	18.4	-0.7	10.9[16.7 µM]	-1.1	-8.4	-22.3	-19.6	0.7
11	COc1ccc(NC(=O)Cn2c(NCC(C)O)nc3ccccc32)cc1Cl (configuration not stated)	-1.6	x	x	x	6.4	2.2	7.5	-4.1
12	CC(=O)c1ccccc1NC(=O)CCCNC(=O)c1ccc(Cl)cc1	3.2	-0.1	4.4	-21.8	3.6	0.8	9.4	-1.9

Other results
entry	compound	FN deposition inh	Cneo AK release	miR122 inh	PGC1a acetyl inh	EWS-Fli inh	LGR2 inh	PAX8 inh HTS	Casp6 inh
13	O=C(Cc1ccccc1)N[C@H]1CC[C@@H](CC(=O)N2CCOCC2)O[C@@H]1CO	3.6	-7.9	x	8.3	-4.9	1.2	6.5	-0.5
14	O=C(COC(=O)c1cccc(S(=O)(=O)N2CCCC2)c1)Nc1ccc(Cl)cc1	-1.0	21.8	0.5	2.5	-4.9	-6.0	1.0	2.7
15	Cc1ccc(C)c(OCc2cc(C(=O)N3CC[C@H](O)C3)no2)c1	0.5	-0.4	6.3	-4.2	x	-63.5	-227.0	6.2
16	CC(C)CC#Cc1ccc2c(c1)O[C@H](CN(C)Cc1ccccn1)[C@H](C)CN([C@H](C)CO)S2(=O)=O	-14.6	-11.1	14.0[16.7 µM]	5.9	18.1	15.1	15.9	-1.4
17	COc1ccc(S(=O)(=O)Nc2ccc3c(c2)CC(=O)N([C@@H](C)CO)C[C@H](C)[C@H](CN(C)S(=O)(=O)c2cn(C)cn2)O3)cc1	5.7	2.8	5.7[16.7 µM]	0.0	-3.3	9.7	-5.1	x
18	COc1cc(Nc2ccc(S(N)(=O)=O)cc2)c([N+](=O)[O-])nc1[N+](=O)[O-]	-0.7	2.4	-6.4	11.7	5.6	-4.7	-3.0	0.9
19	CN1c2ccc(-c3ccc(F)cc3)cc2[C@@H]2[C@@H](CCN2C(=O)c2cccnc2)[C@H]1CO	-18.2	49.0	-2.4[16.7 µM]	5.0	8.6	-3.8	5.2	x
20	CN(C)CCNC(=O)COc1ccc(C23CC4CC(CC(C4)C2)C3)cc1	-11.5	x	x	x	30.8	4.9	-11.9	-97.4
21	c1ccc(N2CCN(CCc3nnc4n3CCCCC4)CC2)cc1	x	x	-1.1	x	6.8	7.8	x	-4.8
22	CCc1nonc1NC(=O)c1oc2cc(Br)ccc2c1C	2.6	1.4	0.9	-10.4	x	-26.6	-69.8	-0.2
23	COc1ccc(NC(=O)N(C)C[C@@H]2OCCCC[C@@H](C)Oc3ccc(NS(=O)(=O)c4cccs4)cc3C(=O)N([C@H](C)CO)C[C@@H]2C)cc1	x	5.1	28.4[16.7 µM]	17.0	-5.5	0.6	x	0.8
24	Cc1noc(C)c1NC(=O)N(C)C[C@H]1Oc2ccc(NC(=O)CCC(F)(F)F)cc2C(=O)N([C@H](C)CO)C[C@@H]1C	-3.0	-5.6&1.5	-0.6[16.7 µM]	-0.4&9.3	-2.6	8.8&5.8	-9.6&-11.7	-4.3&-0.1

(list continues)
entry	compound	FN deposition inh	Cneo AK release	miR122 inh	PGC1a acetyl inh	EWS-Fli inh	LGR2 inh	PAX8 inh HTS	Casp6 inh
25	CCOc1ccc(Cl)cc1S(=O)(=O)NC1CCCC1	-7.6	-1.2	114.1*	-19.9	x	5.1	0.4	-0.6
26	CNC[C@@H]1Oc2ccc(N)cc2CC(=O)N([C@H](C)CO)C[C@H]1C	2.0	x	x	x	-8.1	5.2	x	2.7
27	C[C@@H]1CN([C@@H](C)CO)C(=O)c2cccc(NC(=O)c3cnccn3)c2O[C@@H]1CN(C)C(=O)Nc1cccc2ccccc12	-15.6	-13.5	-0.3[16.7 µM]	-1.0	0.6	9.1	2.3	-2.5
28	N#Cc1cccc(-c2ccc(C3[C@H]4CNC[C@@H]3N4S(=O)(=O)c3ccccc3F)cc2)c1 (some centres not stated)	-2.2	x	x	0.0	-9.4	-3.6	-2.9	-0.4
29	O=[N+]([O-])c1ccccc1/C=N\N1CCN(c2ccccc2)CC1	x	x	x	5.6	-39.9	-10.1	-70.3	-0.3
30	CC(C)NC(=O)Nc1ccc2c(c1)C(=O)N([C@@H](C)CO)C[C@H](C)[C@H](CN(C)C)OCCCC[C@@H](C)O2	-0.4	-0.6	8.0[16.7 µM]	6.0	x	-0.5	-8.7	-1.8
31	CO[C@@H]1CN(C)C(=O)c2cc(NC(C)=O)ccc2OC[C@H](C)N(Cc2cccc(F)c2)C[C@H]1C	13.0	-1.4	x	-1.6	5.5	-18.3	5.7	2.4
32	CC(C)(C)CC(=O)Nc1cc(S(=O)(=O)N2CCCCCC2)ccc1Cl	-3.2	x	x	x	4.4	x	5.6	-0.5
33	C[C@H](CO)N1C[C@H](C)[C@@H](CN(C)Cc2ccncc2)Oc2ncc(C#CCN(C)C)cc2C1=O	-14.9	-0.7	-3.0[16.7 µM]	0.2	-15.1	-15.7	x	-1.8
34	COc1cc(C(=O)OC(C)C(=O)N2CCCC2)cc2c1OCCO2 (configuration not stated)	3.4	-0.8	10.1	3.9	-4.8	x	-5.9	0.2
35	COc1ccc(NC(=S)NC(=O)/C=C/c2ccc(F)cc2)cc1	3.0	-11.3	-8.5	-0.3	-6.7	-2.7	-13.9	-2.8
36	Cc1cc(NC(=O)CCC(=O)N(CCC(C)C)C(C(=O)NCC2CCCO2)c2ccccc2C)no1 (configuration not stated)	1.9	1.5	3.3	-3.3	5.6	1.0	-5.0	6.2

Going on with the list.
entry	compound	FN deposition inh	Cneo AK release	miR122 inh	PGC1a acetyl inh	EWS-Fli inh	LGR2 inh	PAX8 inh HTS	Casp6 inh
37	CC(C)(C)c1ccc(OC(=O)N2CCOCC2)cc1	-0.2	0.7	-5.4	7.5	x	16.0	-118.9	-0.2
38	CCOC(=O)C1=C(CS(=O)(=O)c2ccc(C)cc2)NC(=O)NC1c1ccc(O)c(OC)c1 (configuration not stated)	-8.1	0.8	-3.4	-0.5	-9.8	-4.5	7.9	-0.4
39	COc1cc(-c2cnc3c(NC=O)cc(-c4ccc(S(C)(=O)=O)cc4)cn23)cc(OC)c1OC	6.2	-1.1	4.4	-14.9	41.6	-7.9	62.1*	-1.9
40	CC(C)C#Cc1cnc2c(c1)C(=O)N([C@@H](C)CO)C[C@H](C)[C@@H](CN(C)C(=O)Nc1ccc(F)cc1)O2	-1.4	-1.9	-1.0[16.7 µM]	-6.1	-0.4	-9.3	7.9	4.2
41	O=C(CSc1nnnn1C1CC1)N1CCN(Cc2ccccc2F)CC1	12.7	-0.6	x	x	-5.2	14.3	-16.9	-2.3
42	O=C(CN1C(=O)NC2(CCCCCC2)C1=O)NCCc1ccc(F)cc1	-5.7	-0.2	-1.4	-2.2	14.0	10.4	1.5	2.6
43	O=[N+]([O-])c1ccc(N2CCN(c3ccc(Cl)nn3)CC2)c(Cl)c1	-1.5	-4.4	1.8	7.7	x	x	x	x
44	COc1ccc(Br)cc1/C=N/NC(=O)CN1CCCCC1	-3.7	2.0	x	x	22.1	7.7	21.3	-0.8
45	CCN(CC(=O)Nc1ccc(NC(C)=O)cc1)C(=O)/C=C/c1c(C)nn(-c2ccc(F)cc2)c1C	9.7	0.5	x	x	0.1	-6.0	13.9	1.9
46	CCOC(=O)C1=C(C)NC2=C(C(=O)CC(C)(C)C2)C1c1ccc(N(C)C)cc1 (configuration not stated)	-1.3	x	9.5	0.1	x	9.5	x	x
47	CCOc1ccc(N(CC(=O)Nc2cc(C)cc(C)c2)S(C)(=O)=O)cc1	8.1	12.1	-8.1	x	-69.1	-25.5	-17.1	2.3
48	CC(=O)Nc1ccc(/C=N/Nc2nc3ccccc3[nH]2)cc1	-6.7	x	x	x	-25.2	-21.6	-94.2	3.1

Next results follow:
entry	compound	FN deposition inh	Cneo AK release	miR122 inh	PGC1a acetyl inh	EWS-Fli inh	LGR2 inh	PAX8 inh HTS	Casp6 inh
49	Cc1ccc(NC(=O)CC(=O)c2ccc([N+](=O)[O-])cc2)cc1S(=O)(=O)Nc1cccc(Cl)c1	7.9	x	x	x	0.0	-2.0	10.9	x
50	O=C(Nc1cccc(C(=O)NC2CC2)c1)c1ccc(Cl)c(S(=O)(=O)N2CCOCC2)c1	-1.7	10.9	x	-0.1	-9.3	-4.1	4.2	7.5
51	CN1CCN(C(=S)c2ccc(-c3cccc(Cl)c3Cl)o2)CC1	2.4	0.2	3.4	x	-151.0	-40.7	-204.1	-8.9
52	O=C1C2C3C=CC(C3)C2C(=O)N1c1ccc(-c2nc(-c3ccccc3)nc3ccccc23)cc1 (configuration not stated)	-12.2	x	x	x	-16.0	5.2	-3.5	-4.0
53	O=C(Cc1ncc(C(F)(F)F)cc1Cl)Nc1cccc(Br)c1	1.4	-1.5	4.9	-7.1	x	x	27.4	x
54	Cc1nn(C)cc1NC(=O)C[C@@H]1CC[C@H]2[C@@H](COc3ccc(NC(=O)C4CCC4)cc3C(=O)N2C)O1	-12.2	x	-0.1[16.7 µM]	7.6	-0.9	-17.6	-3.0	x

Ordered by value in miR122 inh (high to low): three from the list above
| entry | molecule | miR122 inh |
| --- | --- | --- |
| 22 | CCc1nonc1NC(=O)c1oc2cc(Br)ccc2c1C | 0.9 |
| 14 | O=C(COC(=O)c1cccc(S(=O)(=O)N2CCCC2)c1)Nc1ccc(Cl)cc1 | 0.5 |
| 37 | CC(C)(C)c1ccc(OC(=O)N2CCOCC2)cc1 | -5.4 |
